Screens (PubChem BioAssay)
OXTR potentiate = human OXTR potentiators, primary screen, fluorescence, CHO-OTR cells, Fluo-8 calcium | activation, % at 3 µM | Oxytocin receptor (Homo sapiens), P30559 | 0.061% of 320,000 active | Fluo-8 calcium fluorescence, potentiator mode; 0% = oxytocin EC15, 100% = EC100 | AID 2445, 2010;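 active means activation above that plate's cutoff, the mean activation of tested compounds plus 3 SD, cut at about 6.6% in these data, passing the limit was not always enough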;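 further: 100% uses oxytocin at 75 nM as the full agonist control; some results filed as inactive read as strong as hits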
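Assay system: CHO cell line stably expressing human OTR. Reagent: EC15 oxytocin agonist. Dosing: single dose, 3.0 µM nominal final compound concentration. Timing: compound 6 min at room temperature before oxytocin, 100 s read. Signal: kinetic Fluo-8 calcium fluorescence. Controls: oxytocin EC15 low and EC100 high.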
V1aR counter = agonists of human V1a receptor, primary screen, counter-screen for OXTR agonist project, fluorescence, CHO-V1R cells; 0.25% of 320,000 active; AID 2797, 2010; Vasopressin V1a receptor (Homo sapiens), P37288; activation, % at 3 µM; Fluo-8 calcium fluorescence, agonist mode; 0% DMSO, 100% 3 nM vasopressin;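 active means activation above the mean activation of all tested compounds plus 3 SD, per screening run, cut at about 20% in these data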;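 further: signal is peak over basal fluorescence ratio across a 100 second FLIPR read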
Target sequence (P37288 whole entry, looked up): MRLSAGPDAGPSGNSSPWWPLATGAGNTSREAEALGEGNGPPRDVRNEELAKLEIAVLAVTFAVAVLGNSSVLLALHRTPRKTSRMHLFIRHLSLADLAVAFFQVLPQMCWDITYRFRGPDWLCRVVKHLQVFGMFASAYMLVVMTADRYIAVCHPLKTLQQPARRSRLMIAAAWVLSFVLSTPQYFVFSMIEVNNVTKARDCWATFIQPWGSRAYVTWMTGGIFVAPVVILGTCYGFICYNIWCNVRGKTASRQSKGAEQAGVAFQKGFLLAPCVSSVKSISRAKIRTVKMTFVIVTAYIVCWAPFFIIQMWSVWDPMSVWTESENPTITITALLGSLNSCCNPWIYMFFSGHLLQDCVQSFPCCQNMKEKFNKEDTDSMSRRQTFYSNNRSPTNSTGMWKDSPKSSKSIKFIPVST
TAAR1 antag = human TAAR1 antagonists, primary screen, Fluo-8 calcium fluorescence, CHO RD-HGA16 cells | antagonist | 1.5% of 360,000 active | Trace amine-associated receptor 1 (Homo sapiens), Q96RJ0 | AID 624466, 2012 | inhibition, % at 3 µM;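 active means inhibition above a per-plate cutoff, the mean inhibition of test compounds on that plate plus 3 SD, cut at about 49% in these data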;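 further: 0% = DMSO plus EC80 beta-PEA response and 100% = DMSO alone without agonist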
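Test system: CHO RD-HGA16 cells bearing hTAAR1 | Reagent: β-PEA, EC80 | Compound dosing: 3 µM, single point | Schedule: Dye loading 75 min at 37 °C, then 30 min room temperature | Signal: Calcium fluorescence with Fluo-8 | Evaluation: Percent inhibition of PEA-evoked calcium signal, max/basal emission ratio | Control set: DMSO-only wells and EC80 β-PEA-stimulated wells | Repeats: Singlicate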
TAAR1 agonist = human TAAR1 agonists, primary screen, Fluo-8 calcium fluorescence, CHO RD-HGA16 cells. AID 624467, 2012. vehicle wells 0%, saturating PEA agonist 100%. activation, % at 3 µM. 0.99% of 360,000 active. Trace amine-associated receptor 1 (Homo sapiens), Q96RJ0;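 active means activation above the mean activation of all test compounds in the run plus 3 SD, cut at about 38% in these data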
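System: CHO-derived RD-HGA16 cells with stable Gα16 and human TAAR1 / Times: 17-24 h plating, Fluo-8 75 min 37 °C, 30 min RT / Technique: calcium-sensitive Fluo-8 signal, excitation 470-495, emission 515-575 nm / Measure: % activation relative to PEA EC100 response / Benchmarks: DMSO and PEA EC100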
M1 PAM = human M1 muscarinic receptor positive allosteric modulators, primary screen, CHO-K1 cells, Fluo-8 calcium fluorescence, 1536-well; Muscarinic acetylcholine receptor M1 (Homo sapiens), P11229; CHO-K1 hM1, ACh EC20; 0% = ACh EC20, 100% = maximal ACh; activation, % at 3 µM; 0.088% of 360,000 active; in the data active means activation above about 19%, passing the limit was not always enough
Target sequence (P11229 whole entry, looked up): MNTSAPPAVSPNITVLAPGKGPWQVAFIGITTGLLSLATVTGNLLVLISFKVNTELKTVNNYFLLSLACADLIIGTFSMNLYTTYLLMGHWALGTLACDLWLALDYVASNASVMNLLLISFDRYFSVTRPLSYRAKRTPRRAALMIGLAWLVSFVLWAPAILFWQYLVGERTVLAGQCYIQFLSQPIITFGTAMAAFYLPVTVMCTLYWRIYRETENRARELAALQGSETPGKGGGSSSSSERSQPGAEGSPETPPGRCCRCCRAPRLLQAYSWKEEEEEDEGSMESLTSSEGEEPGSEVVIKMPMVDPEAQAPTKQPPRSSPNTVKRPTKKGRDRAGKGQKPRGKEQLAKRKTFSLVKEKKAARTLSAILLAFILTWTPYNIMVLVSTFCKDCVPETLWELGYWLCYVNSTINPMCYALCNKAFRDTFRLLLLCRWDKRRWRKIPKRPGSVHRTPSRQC
CHO parental Ca = ATP-evoked calcium signal inhibitors, parental CHO, primary screen, counter-screen for OX1R antagonist project, cell-based, fluorescence, Fluo-8 calcium dye. AID 463079, 2010. parental CHO-K1, ATP-induced calcium, Fluo-8 fluorescence. 0.63% of 330,000 active. inhibition, % at 5.6 µM;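 active means inhibition above that plate's mean sample inhibition plus 3 SD, cut at about 26% in these data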;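 further: 0% = ATP-challenged DMSO wells and 100% = DMSO wells without ATP; some compounds past the cut are filed as inactive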
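material = parental CHO cells | also added = ATP as calcium-mobilizing challenge | dosing = single point at 5.6 µM | detection = intracellular calcium via Fluo-8 no-wash fluorescent dye | read-out = % inhibition | benchmarks = low control ATP plus DMSO, high control DMSO only | repeats = one well per compound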
CHRM1 antagonist = human M1 muscarinic receptor antagonists, primary screen, CHO-K1 cells, Fluo-8 calcium fluorescence, 1536-well; Muscarinic acetylcholine receptor M1 (Homo sapiens), P11229; CHO-K1 hM1, ACh EC80 antagonist; inhibition, % at 3 µM; 1.3% of 360,000 active;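 active means percent inhibition above its own plate's cutoff, namely the mean of that plate's compound wells plus 3 SD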;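 further: peak over basal fluorescence ratio during 140 s after agonist addition; 0% = ACh EC80 plus DMSO and 100% = DMSO alone without agonist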
CHRM1 agonist = human M1 muscarinic receptor agonists, primary screen, Fluo-8 calcium fluorescence, CHO-K1 cells, HTS; Muscarinic acetylcholine receptor M1 (Homo sapiens), P11229; activation, % at 3 µM; 0.33% of 360,000 active; CHO-K1 hM1, agonist mode; 0% DMSO, 100% acetylcholine EC100;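 active means activation above the run's mean compound activation plus 3 SD, cut at about 16% in these data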;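 further: peak over basal fluorescence ratio within a 140 s kinetic read after compound addition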
OXTR agonist = human OXTR agonists, primary screen, fluorescence, CHO-OTR cells, Fluo-8 calcium; 0.32% of 320,000 active; Oxytocin receptor (Homo sapiens), P30559; activation, % at 3 µM; Fluo-8 calcium fluorescence; normalized: DMSO 0%, oxytocin 100%;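 active means activation above the mean of all tested compounds plus 3 SD, cutoff set per screening run, cut at about 20% in these data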;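 further: peak over basal fluorescence ratio from a 100 s FLIPR kinetic read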
Active calls of the source: *; / = no result given.

SMILES | OXTR potentiate | V1aR counter | TAAR1 antag | TAAR1 agonist | M1 PAM | CHO parental Ca | CHRM1 antagonist | CHRM1 agonist | OXTR agonist
C[C@@H]1CN([C@@H](C)CO)C(=O)c2cc(NC(=O)c3ccccc3)ccc2O[C@@H](C)CCCCO[C@@H]1CN(C)S(=O)(=O)c1ccc(F)cc1 | / | / | -11.7 | 3.7 | 4.5 | / | -13.7 | -5.9 | /
CCNc1c([N+](=O)[O-])ncn1C | 2.6 | 1.2 | -3.1 | 5.1 | 4.8 | -5.7 | 1.9 | -1.6 | 0.3
O=C(Nc1nc(-c2ccccc2)c(C(=O)c2ccccc2)s1)c1ccc(S(=O)(=O)N2CCCC2)cc1 | 1.1 | 1.2 | -8.8 | 11.2 | 4.7 | -10.9 | -7.2 | -5.2 | -0.6
COc1ccccc1C(=O)COC(=O)CCN=C1NS(=O)(=O)c2ccccc21 | -7.5 | 3.0 | -16.8 | 8.4 | -0.9 | -19.7 | 3.8 | -0.9 | -0.1
COc1ccc(NC(=O)CSc2nnc(C)n2Cc2ccccc2)cc1 | -6.2 | 0.3 | 6.5 | 9.4 | 7.1 | -20.9 | -3.6 | 1.6 | 0.2
CN1CCN(CCOCCOc2c(Cl)cc(Cl)cc2Cl)CC1 | -2.3 | 0.8 | -7.0 | 3.8 | 5.8 | -8.4 | -7.9 | -7.6 | 1.0
COc1cccc(-n2nnc3c(=O)n(CC(=O)Nc4ccc(C)cc4)cnc32)c1 | -1.7 | 0.1 | -1.5 | 2.7 | 7.6 | 0.1 | -1.2 | -9.3 | 0.6
Cc1cc(S(=O)(=O)N2CCCOC2CNC(=O)C(=O)NCc2cccs2)ccc1F (stereo not drawn) | -8.0 | 1.7 | -10.8 | -0.6 | -0.2 | -13.6 | 4.2 | -1.7 | 0.3
Cc1ccnn1-c1ccc(C(=O)N2CCCN(S(=O)(=O)c3ccc(F)cc3)CC2)cc1 | -8.3 | 1.7 | 7.0 | 5.6 | 2.5 | -7.9 | -2.4 | -0.3 | 1.4
COCCCN1CN(S(=O)(=O)c2cccs2)c2nc3ccccc3nc21 | -1.1 | 1.6 | -16.1 | 0.7 | 5.7 | -10.4 | -12.8 | -1.7 | 0.6
Cc1ccc(S(=O)(=O)NCCC(=O)NNC(=O)c2ccccc2O)cc1C | -2.8 | 0.1 | -8.2 | 0.5 | 8.1 | -9.0 | -14.0 | -2.1 | -0.4
CCCCc1nc(NCCN)c(C#N)c2c1CSC(C)(C)C2 | -14.3 | 4.8 | 23.6 | 9.3 | -5.6 | -17.8 | 20.3 | -1.9 | 7.9
N#CC1=C(S)N(c2ccccc2)C(c2ccc(-c3cccc(Cl)c3)o2)NC1=O (stereo not drawn) | -3.3 | -1.1 | -13.0 | 9.6 | 2.6 | -8.3 | -5.0 | -3.3 | -1.2
Cc1cc(Cl)ccc1OCCCC(=O)OCC(=O)c1c(N)n(C)c(=O)n(C)c1=O | -7.1 | 1.1 | -51.8 | 0.2 | -2.7 | -2.5 | 7.4 | -2.9 | -1.7
CCn1c(=N)n(CCO)c2ccccc21 | 0.5 | 0.5 | -8.7 | 3.1 | 13.6 | 3.1 | -48.7 | 0.3 | 0.1
CC(C)CC(=O)NC(NC(=S)Nc1sc2c(c1C#N)CCCC2)C(Cl)(Cl)Cl (stereo not drawn) | -28.7 | 6.8 | 1.4 | 21.4 | 0.4 | 30.6 | 1.2 | 0.3 | 7.1
CCS(=O)(=O)c1ccc(O)c(NC(=O)CC2(CC(=O)O)CCCC2)c1 | 2.3 | -0.3 | -16.2 | 1.2 | 15.1 | -2.0 | -8.9 | 1.9 | 0.3
CCOC(=O)C(NC(=O)NCc1ccccc1OC)(OCC)C(F)(F)F (stereo not drawn) | 0.8 | 0.0 | 13.2 | 1.5 | 11.2 | -6.0 | -12.2 | -5.8 | -0.7
O=C(Cn1ccc(C(F)(F)F)n1)Nc1cccc(S(=O)(=O)N2CCCCC2)c1 | -10.5 | 3.4 | -0.1 | 2.8 | 7.0 | 12.6 | -7.1 | -6.5 | 4.0
COC(=O)c1cn(CC(=O)NCc2cccs2)c2ccccc12 | -16.9 | -0.2 | -7.8 | 8.4 | -1.6 | -15.3 | -15.1 | -3.8 | -0.5
CCCc1ccc2oc(C(=O)NCCCN3CCOCC3)c(C)c2c1 | 10.3 | 2.1 | -19.5 | 2.4 | -0.4 | -24.1 | -11.1 | -5.7 | -0.4
CC(=O)N1C[C@H]2CON(C)[C@H]2C[C@H]1c1ccccc1 | / | / | -10.3 | 1.8 | 7.3 | / | -4.9 | 9.1 | /
CC(=O)Nc1ccc(C(=O)OCC(=O)Nc2ccccc2F)cc1 | -12.7 | 0.1 | -18.1 | 2.5 | 1.4 | 16.6 | 0.7 | -5.2 | 0.4
CCOC(=O)c1c(C)[nH]c(C2=NNC(=Nc3ccccc3OC)SC2)c1C | -2.1 | -0.7 | 3.4 | 4.3 | -10.3 | -13.3 | 3.7 | -3.3 | -1.8
COc1ccc(CCC(=O)Nc2ccc(S(=O)(=O)N3CCCC3)cc2)cc1OC | -5.5 | 1.2 | -6.0 | 2.5 | -6.9 | -8.8 | 15.6 | -3.7 | -0.1
CCNC(=S)NNC(=O)Cn1nc(C)cc1C | -1.9 | 0.5 | / | / | 0.2 | -0.9 | 0.9 | -5.0 | -0.4
O=C1COc2ccc(C(=O)COC(=O)CCCOc3ccccc3)cc2N1 | / | / | 38.3 | 29.7 | 9.9 | / | -17.2 | 2.3 | /
CCC(c1nnc(SCC(=O)NCC2CCCO2)n1Cc1ccccc1)N(C)C (stereo not drawn) | -7.6 | 0.3 | 9.4 | 7.8 | 1.8 | -10.9 | 1.6 | -5.0 | -0.6
COc1ccc(OC)c(CN2CCCCCC2)c1 | -2.6 | 0.9 | -10.0 | 3.0 | 2.2 | -19.4 | 4.2 | -5.7 | 0.5
CCN(CC)C(=O)COc1ccc(Br)cc1Cl | -11.2 | -0.7 | 0.1 | -0.9 | -4.2 | -14.0 | 6.6 | -1.9 | -1.1
CCN(CC)c1ccc(C(=O)c2ccccc2C(=O)O)c(O)c1 | 0.0 | -0.1 | -11.1 | 12.1 | 9.3 | 0.5 | -8.6 | -4.8 | 0.2
Cc1ccc2c(c1)C(c1ccc(F)cc1)N(C(=O)c1ccccc1Br)CC(=O)N2 (stereo not drawn) | -5.5 | 3.1 | 4.3 | 19.0 | 1.0 | -28.8 | -1.3 | -4.0 | -0.1
CCOC(=O)C1=C(COC(=O)C2CC(=O)N(c3ccccc3CC)C2)NC(=O)NC1C (stereo not drawn) | / | / | -8.5 | 1.5 | 1.5 | / | -11.0 | -3.5 | /
CCCCCC(=O)N[C@@H](c1ccccc1)[C@@H](O)C(=O)O[C@H]1C[C@@]2(O)[C@@H](OC(=O)c3ccccc3)C3[C@](C)(C(=O)[C@H](OC(C)=O)C(=C1C)C2(C)C)[C@@H](O)C[C@H]1OC[C@@]31OC(C)=O (stereo partly drawn) | -1.6 | 1.6 | -14.8 | 0.9 | 5.5 | -28.2 | -9.0 | -6.9 | 0.7
CC1(C)CC(=O)C2=C(C1)Nc1ccccc1NC2c1ccc(F)cc1 (stereo not drawn) | -2.6 | 2.4 | -5.1 | 9.2 | 1.2 | -0.5 | -1.5 | -3.5 | 0.9
O=C(O)c1cccc(N2C(=O)C3CC=CCC3C2=O)c1 (stereo not drawn) | 0.1 | 1.4 | -12.0 | -1.1 | 2.6 | -1.1 | -11.5 | 0.7 | 1.1
O=C(CCNC(=O)c1ccccc1Cl)NCCc1ccc(Cl)cc1 | -3.6 | 0.8 | 5.6 | 0.6 | 4.6 | -19.1 | -10.0 | -4.1 | -1.1
Oc1c(CNc2ccccc2)cc(COCc2ccccc2)c2cccnc12 | 1.8 | -0.5 | -12.3 | -0.9 | 5.4 | 2.6 | -11.0 | -7.9 | -1.3
Cc1cc2ncn(/N=C/c3ccc([N+](=O)[O-])o3)c2cc1C | -4.8 | 1.5 | 3.5 | 2.5 | 23.3 | 1.4 | -38.2 | 5.0 | 1.4
Fc1ccc2nc(C(F)(F)F)cc(N3CCOCC3)c2c1 | / | / | 1.4 | 1.2 | 5.2 | / | -6.9 | -2.3 | /
C[C@H]1CN([C@@H](C)CO)C(=O)CCCn2nncc2CO[C@@H]1CN(C)Cc1ccc(Oc2ccccc2)cc1 | / | / | -12.9 | 1.3 | -23.6 | / | 35.8* | -10.7 | /
CCOc1ncccc1C(=O)NCc1ccc(OC)c(OC)c1 | -3.9 | 2.6 | -21.9 | 2.7 | 4.0 | -0.3 | -4.4 | -1.6 | 5.1
CCOC(=O)C1CCN(CC(O)COc2ccc(C(C)=O)cc2)CC1 (stereo not drawn) | 1.6 | -0.1 | / | / | -2.4 | 0.9 | 0.2 | -12.8 | 1.0
COCCn1c(=S)[nH]c2cc(C(=O)N3CCN(c4cccc(Cl)c4)CC3)ccc2c1=O | -19.1 | -0.6 | -4.1 | 5.5 | 12.4 | -17.0 | -11.7 | -2.8 | -2.0
